Bioassay records: PubChem BioAssay, Sanford-Burnham Center for Chemical Genomics
ATG4B inhibitor: blocks human ATG4B protease cleavage of LC3 substrate; Q9Y4P1; inhibition, % at 8.33 µM; actives 0.51% (n = 340,000); ATG4B cleavage of LC3-PLA2, NBD-HPC fluorescence, 1 h; in the data active = inhibition above about 40%
APJ antagonist: APJ receptor antagonism | P35414 | CHO-K1 APJ beta-arrestin complementation, luminescence | inhibition, % at 20 µM | actives 0.32% (n = 330,000);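 active = inhibition above about 40% at 20 µM, limit read from the data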;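 also: cells challenged with 10 nM apelin-13 agonist together with compound; plate controls were apelin-13 plus DMSO wells for no effect and DMSO wells lacking apelin-13 for full effect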
Target sequence (P35414 whole entry, looked up): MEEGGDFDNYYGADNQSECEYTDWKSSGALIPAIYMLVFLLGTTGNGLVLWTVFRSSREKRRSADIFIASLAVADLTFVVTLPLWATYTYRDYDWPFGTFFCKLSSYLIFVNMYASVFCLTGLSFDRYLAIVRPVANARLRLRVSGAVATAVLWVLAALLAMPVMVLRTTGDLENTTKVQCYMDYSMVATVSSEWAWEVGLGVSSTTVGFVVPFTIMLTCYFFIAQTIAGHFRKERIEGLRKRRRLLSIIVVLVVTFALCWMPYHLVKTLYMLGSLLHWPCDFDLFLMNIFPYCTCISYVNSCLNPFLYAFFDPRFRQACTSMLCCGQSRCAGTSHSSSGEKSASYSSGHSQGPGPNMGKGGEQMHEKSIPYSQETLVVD
APJ ag: APJ receptor agonism; P35414; actives 0.11% (n = 330,000); activation, % at 20 µM; CHO-K1 APJ PathHunter beta-arrestin, luminescence; 0% DMSO wells, 100% apelin;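 active = activation more than six SD over the plate average, tested at 20 µM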;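 also: 0% = DMSO alone and 100% = apelin-13 at 10 nM; some results filed as inactive read as strong as hits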
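Assay system: engineered CHO-K1 APJ arrestin reporter cells; Amount: 1000 CHO-K1 reporter cells seeded per well; Dosing: one dose, 20 µM compound, 1% DMSO; Times: compound stimulation 90 min at 25 °C, detection 60 min; Measured by: luminescent beta-gal fragment complementation, chemiluminescent substrate; Read-out: APJ–arrestin association signal; Controls: DMSO vs Apelin-13 10 nM.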
Gli-Sufu block: blocks Gli-Sufu signaling in a luciferase reporter. Sufu-KO-LIGHT fibroblasts, Gli luciferase reporter luminescence. inhibition, % at 5 µM. actives 0.74% (n = 340,000);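 active = inhibition above about 55%, limit read from the data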;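 also: 0% = DMSO-treated cells and 100% = wells with medium but no cells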
EBI2 antag: antagonists of human EBI2 receptor; P32249; EBI2 beta-arrestin recruitment, luminescence, 7a,25-OHC stimulated; inhibition, % at 5 µM; actives 0.81% (n = 360,000); in the data active = inhibition above about 38%;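 also: enzyme fragment complementation signal reports receptor beta-arrestin coupling in cells; 0% = agonist plus DMSO wells and 100% = wells without agonist; some results beyond the cut were filed as inactive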
UBC13 polyUb: inhibitors of human UBC13 polyubiquitin chain formation | P61088 | TR-FRET | inhibition, % at 20 µM | actives 0.47% (n = 330,000) | AID 485273; in the data active = inhibition above about 45%, passing the limit was not always enough
Target sequence (P61088 whole entry, looked up): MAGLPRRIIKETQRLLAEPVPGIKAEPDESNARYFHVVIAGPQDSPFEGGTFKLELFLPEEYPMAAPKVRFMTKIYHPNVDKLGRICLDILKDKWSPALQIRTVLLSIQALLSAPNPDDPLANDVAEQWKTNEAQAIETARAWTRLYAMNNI
CCR6 antagonist: antagonists of human CCR6 receptor. P51684. CHO-K1 CCR6 PathHunter beta-arrestin, luminescence, CCL20-stimulated. inhibition, % at 20 µM. actives 0.49% (n = 340,000). AID 493098;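 active = compounds whose inhibition of the agonist-driven luminescence signal at 20 µM reaches about 50%, limit read from the data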;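 also: cells stimulated with CCL20 at 14 nM final; plate controls were DMSO with CCL20 for no effect and DMSO without agonist for full effect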
Target sequence (P51684 whole entry, looked up): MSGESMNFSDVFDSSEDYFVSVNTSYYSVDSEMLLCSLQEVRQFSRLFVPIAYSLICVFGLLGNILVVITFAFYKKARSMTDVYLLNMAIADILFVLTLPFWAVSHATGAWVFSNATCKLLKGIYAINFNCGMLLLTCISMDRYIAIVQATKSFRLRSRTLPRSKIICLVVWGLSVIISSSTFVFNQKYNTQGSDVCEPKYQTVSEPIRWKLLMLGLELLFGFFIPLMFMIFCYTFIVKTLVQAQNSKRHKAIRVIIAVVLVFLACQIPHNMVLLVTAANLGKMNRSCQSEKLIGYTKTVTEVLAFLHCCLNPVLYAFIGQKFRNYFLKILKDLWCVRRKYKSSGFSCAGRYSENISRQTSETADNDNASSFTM
CXCR6 block: CXCR6 (human) receptor inhibition | CHO-K1 PathHunter CXCR6 beta-arrestin, luminescence | O00574 | inhibition, % at 20 µM | actives 0.36% (n = 360,000) | AID 602244; in the data active = inhibition above about 34%, passing the limit was not always enough;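 also: antagonist mode with CXCL16 agonist at 10 nM final; 0% = 10 nM CXCL16 with DMSO and 100% = unstimulated wells without agonist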
Starred values were filed as active, the others as inactive; . = not tested or not shown.

Start of the data: the first 6 records (preview)
SMILES	ATG4B inhibitor	APJ antagonist	APJ ag	Gli-Sufu block	EBI2 antag	UBC13 polyUb	CCR6 antagonist	CXCR6 block
O=C(c1csc2ccccc12)N1CCN(c2ccccn2)CC1	-5	-3	-3	-13	12	0	-17	3
O=C(O)CN1C(=O)/C(=C\c2ccc(OC(=O)c3ccco3)cc2)SC1=S	-4	32	-3	-11	1	-14	28	12
O=C(CSc1nnc(-c2ccc(F)cc2)c2ccccc12)Nc1ccccc1Cl	1	10	-3	4	-1	1	3	8
CC(=O)Nc1ccc(C(=O)N/C(=C/c2ccccc2)C(=O)NCc2ccco2)cc1	0	7	-1	-11	-5	-7	9	-11
C/C(=N\NC(=O)c1cccs1)c1ccncc1	-7	22	-2	-6	1	4	3	5
CC(=O)c1cccc(NC(=O)c2ccccc2OCc2ccc(F)cc2)c1	-5	2	2	-14	15	7	8	-1

This part in full (from the top)
SMILES	ATG4B inhibitor	APJ antagonist	APJ ag	Gli-Sufu block	EBI2 antag	UBC13 polyUb	CCR6 antagonist	CXCR6 block
O=C(c1csc2ccccc12)N1CCN(c2ccccn2)CC1	-5	-3	-3	-13	12	0	-17	3
O=C(O)CN1C(=O)/C(=C\c2ccc(OC(=O)c3ccco3)cc2)SC1=S	-4	32	-3	-11	1	-14	28	12
O=C(CSc1nnc(-c2ccc(F)cc2)c2ccccc12)Nc1ccccc1Cl	1	10	-3	4	-1	1	3	8
CC(=O)Nc1ccc(C(=O)N/C(=C/c2ccccc2)C(=O)NCc2ccco2)cc1	0	7	-1	-11	-5	-7	9	-11
C/C(=N\NC(=O)c1cccs1)c1ccncc1	-7	22	-2	-6	1	4	3	5
CC(=O)c1cccc(NC(=O)c2ccccc2OCc2ccc(F)cc2)c1	-5	2	2	-14	15	7	8	-1
Cn1nc(-c2ccc3c(c2)OCCO3)c2ccccc2c1=O	2	0	-2	17	-5	6	2	-2
COc1ccc(NC(=O)C2CCN(S(=O)(=O)c3cccnc3)CC2)cc1Cl	-8	-13	-2	0	4	5	5	-3
CCCCn1c(SCC(=O)NCC2CCCO2)nc2ccc(N3CCOCC3)cc2c1=O (stereo not drawn)	-13	-21	2	11	7	10	-16	-5
COc1ccc(S(=O)(=O)N2CCOCC2)cc1NC(=O)CSc1ccccc1	-4	-12	-1	-8	2	9	7	2
Cc1n[nH]c(=O)n1-c1ccc(Oc2ccccc2)cc1	-8	-9	-4	-9	3	6	5	0
O=C(Nc1cc(S(=O)(=O)N2CCOCC2)ccc1N1CCCCC1)c1ccc(Cl)cc1	0	18	-3	0	23	3	23	2
CSc1ccc(C#N)cc1NC(=O)c1cccc(Cl)c1	2	3	-4	5	13	8	8	2
CC1CC1C(=O)N(CCC1=CCCCC1)c1c(N)n(Cc2ccccc2)c(=O)[nH]c1=O (stereo not drawn)	1	6	-4	7	-8	3	-1	0
Cc1nc(C#N)c(N/N=C/c2cccc(Cl)c2)o1	-5	-47	0	-59	-2	9	8	-2
COc1ccc(Cc2nnc3n2N=C(c2cc4ccccc4o2)CS3)cc1OC	-14	3	-7	11	6	-4	5	6
Cc1c(Cl)cccc1NC(=O)NCc1cccnc1	-2	-28	2	-3	-3	1	-16	4
C[n+]1cccc2ccc3c(c21)OC(N)=C(C#N)C3c1ccccc1 (stereo not drawn)	6	8	-1	9	-1	-11	2	4
O=C(COc1ccc2c3c(c(=O)oc2c1)CCC3)NCCCN1CCCC1=O	-3	24	-5	-12	3	3	9	-5
CNC(=S)N(Cc1ccc(OC)cc1)Cc1cc2ccc(C)cc2[nH]c1=O	-3	8	0	4	-2	8	19	-13
Cc1cc(=O)oc(C)c1C(=O)OCC(=O)c1ccc(Br)cc1	1	12	-4	-51	1	-10	19	1
Cc1ccc(S(=O)(=O)N(CC(=O)NC2CCCC2)c2cccc(C)c2)cc1	-2	6	-2	-1	-8	-2	12	-3
O=C(COc1ccc(F)cc1Br)Nc1ccccc1N1CCOCC1	22	23	-4	-9	12	3	13	-12
CC(=O)c1cccc(NC(=O)Cc2coc3cc4c(cc23)CCC4)c1	34	10	0	-4	0	-4	3	-8
O=C(c1ccc(CS(=O)(=O)c2ccc(Br)cc2)o1)N1CCCCCC1	-4	1	-2	-3	12	7	-5	4
Next part
SMILES	ATG4B inhibitor	APJ antagonist	APJ ag	Gli-Sufu block	EBI2 antag	UBC13 polyUb	CCR6 antagonist	CXCR6 block
COc1ccccc1-c1cc(C(=O)N2CCCc3ccccc32)no1	26	-1	-2	2	5	10	11	7
COc1ccc(-c2cc(C(F)(F)F)nc(N3CCOCC3)n2)cc1	13	-7	-2	-2	3	25	-10	-11
COc1ccc(OCCNC(=O)C(Cc2c[nH]c3ccccc23)NC(C)=O)cc1 (stereo not drawn)	-28	10	-1	-15	3	3	-9	0
CNc1nc2[nH]c(=O)c3c(c2s1)OC(N)=C(C#N)C3c1ccccc1 (stereo not drawn)	-10	-9	2	-4	-5	-36	-8	-4
CCn1cc(/C=C(\NC(=O)c2ccc(C)cc2)C(=O)NCCCN2CCOCC2)c2ccccc21	-6	20	0	31	-2	-11	10	-8
O=[N+]([O-])c1ccc(O)c(/C=N/NC(=S)Nc2ccc(Cl)cc2Cl)c1	0	-16	-4	1	21	-32	30	20
CCCCOCCCNC(=O)CC(C)c1ccccc1 (stereo not drawn)	-1	6	-2	-2	-11	4	7	1
Cc1c(C(c2ccccc2Br)c2c(C)n(C)n(-c3ccccc3)c2=O)c(=O)n(-c2ccccc2)n1C	-7	-9	0	10	13	-7	10	4
CCOc1cc(-n2ncc(C#N)c2N)nc(SC)n1	1	-9	-3	4	-3	-4	5	-8
C/C(=N\NC(=O)c1cccnc1)c1ccc(C)c([N+](=O)[O-])c1	6	3	-1	-1	4	1	1	4
Cc1cc(C)c(NC(=O)CN2CCN(c3ccccn3)CC2)c(C)c1	6	5	-3	3	-2	-2	23	-9
CCCN(CC(=O)Nc1ccccc1OC)C(=O)C1=COCCO1	6	9	0	-36	-7	1	-2	6
COc1ccc(Cl)cc1NC(=O)C1Cc2ccccc2CN1S(C)(=O)=O (stereo not drawn)	-8	-9	1	6	-13	6	15	1
Cc1cc(C)nc(NC(=O)c2cccs2)n1	-6	15	-4	-3	0	-7	5	-1
CC(C)N(Cc1ccccc1)C(=S)Nc1ccc(F)cc1	1	2	-1	5	-1	16	11	4
CC(O)c1ccc2c(c1)OCCOCCN(C)CCOCCO2 (stereo not drawn)	-7	-1	-3	4	6	-1	4	1
CCOc1ncccc1C(=O)NCC(c1ccccc1)N(C)C (stereo not drawn)	-1	9	-7	8	-1	-3	5	2
NS(=O)(=O)c1ccc(-n2cccc2C=O)cc1	-1	4	-3	-9	-20	-5	8	5
O=C(NCCOc1ccc(Cl)cc1)c1ccco1	1	9	-2	12	31	0	7	1
COc1ccc(CCNC(=O)CC(C)(C)CC2=NS(=O)(=O)c3ccccc3N2)cc1OC	-1	-40	4	-19	-8	-1	14	-6
Cc1cccc(NC(=O)CCN2C(=O)c3ccccc3C2=O)n1	-15	8	0	-2	0	2	-6	3
Cc1ccc(NC(=O)CCC(=O)OCc2ccc(Br)cc2)cc1	6	-8	1	34	-7	-9	2	-13
COc1ccccc1C(=O)N1CCN(CCc2ccccc2)CC1	-8	-26	-2	8	-9	-6	-7	-9
Cc1ccc(-c2ccc(CCC(=O)O)n2NC(=O)c2cccs2)cc1	-5	16	-3	-6	-8	-7	-6	0
O=C(CC1C(=O)NCCN1Cc1c(F)cccc1Cl)NC1CCCCCC1 (stereo not drawn)	-1	13	-4	-24	-10	17	8	2

4 entries drawn at random from the list so far, as already listed:
SMILES	ATG4B inhibitor	APJ antagonist	APJ ag	Gli-Sufu block	EBI2 antag	UBC13 polyUb	CCR6 antagonist	CXCR6 block
CC(O)c1ccc2c(c1)OCCOCCN(C)CCOCCO2 (stereo not drawn)	-7	-1	-3	4	6	-1	4	1
C/C(=N\NC(=O)c1cccnc1)c1ccc(C)c([N+](=O)[O-])c1	6	3	-1	-1	4	1	1	4
CNc1nc2[nH]c(=O)c3c(c2s1)OC(N)=C(C#N)C3c1ccccc1 (stereo not drawn)	-10	-9	2	-4	-5	-36	-8	-4
Cc1ccc(-c2ccc(CCC(=O)O)n2NC(=O)c2cccs2)cc1	-5	16	-3	-6	-8	-7	-6	0

(further entries)
SMILES	ATG4B inhibitor	APJ antagonist	APJ ag	Gli-Sufu block	EBI2 antag	UBC13 polyUb	CCR6 antagonist	CXCR6 block
Cc1cc(C)c(S(=O)(=O)Nc2ncn[nH]2)c(C)c1	-7	17	2	-2	-1	4	-8	0
CN(C(=O)COC(=O)CNC(=O)c1ccc(Cl)cc1Cl)c1ccccc1	-15	3	-2	-8	5	1	20	-2
CC(Sc1ncn[nH]1)C(=O)Nc1ccc(Cl)cn1 (stereo not drawn)	-5	6	-1	2	-23	2	0	1
CCCc1cc2c(cc1NC(=O)c1ccc(Br)cc1)OCO2	3	24	-2	-2	-5	-2	-10	4
Cc1ccc(O)c(NC(=O)CCCC(=O)O)c1	1	9	-4	-3	-7	2	-6	3
c1ccc(NC(=NCc2ccco2)c2ccccc2)cc1	5	16	-5	5	8	6	2	0
COc1ccc(C2=CC3=C(Br)C(=O)C(C)(OC(=O)c4ccc(Cl)nc4)C(=O)C3=CO2)cc1 (stereo not drawn)	67*	3	4	33	.	-66	10	.
COc1cccc(C(=O)OCC(=O)NC(=O)NC2CCCC2)c1O	-9	9	-3	-2	-1	17	2	-2
c1ccc(-c2cncnc2)cc1	1	8	1	1	0	-11	-5	-1
COc1cc([N+](=O)[O-])ccc1NC(=O)C[n+]1cccc(C)c1	14	-5	0	-15	-1	-8	4	-4
COC(=O)CC1SC(=O)NC1=O (stereo not drawn)	-8	9	-2	5	1	-14	3	-6
O=C(NCc1cccs1)C1CC(=O)N(c2ccc(Cl)cc2)C1 (stereo not drawn)	1	5	-1	-2	5	11	7	-7
Cc1ccc(C(=O)N(CN2CCCC2=O)c2ccccc2)cc1C	-1	9	-4	4	7	3	4	10
COc1cccc2cc(C(=O)Nc3ccccc3C)/c(=N/O)oc12	-17	1	-1	-14	-6	2	1	-5
Cc1ccn(CCNC(=O)C2CCC(=O)N(Cc3ccc(Cl)cc3)C2)n1 (stereo not drawn)	19	17	-5	-1	6	-2	9	1
O=C(NCCCc1ccccc1)c1c(O)nc2sccn2c1=O	-7	-3	5	-3	3	-8	-2	-4
O=C(COC(=O)/C=C/c1ccc(Cl)cc1)NCCC1=CCCCC1	0	-1	0	5	-19	3	-12	-1
CC(C)(C)c1ccc(/C=C/C(=O)NCCCn2ccnc2)cc1	-3	-13	-2	39	13	-2	8	-10
COc1ccc(-n2nc3ccc(NS(C)(=O)=O)cc3n2)cc1Cl	-15	-36	5	-27	-6	5	-19	-21
Cc1cccc(NS(=O)(=O)c2cc(C(=O)N3CCOCC3)ccc2Cl)c1	-3	0	-2	-10	-12	2	-2	-2

Single entries from above:
Cc1ccc(O)c(NC(=O)CCCC(=O)O)c1 | APJ ag = -4
COc1ccc(-n2nc3ccc(NS(C)(=O)=O)cc3n2)cc1Cl | EBI2 antag = -6
CCOc1cc(-n2ncc(C#N)c2N)nc(SC)n1 | APJ antagonist = -9
O=C(Nc1cc(S(=O)(=O)N2CCOCC2)ccc1N1CCCCC1)c1ccc(Cl)cc1 | UBC13 polyUb = 3
c1ccc(-c2cncnc2)cc1 | CXCR6 block = -1
CC(O)c1ccc2c(c1)OCCOCCN(C)CCOCCO2 (stereo not drawn) | UBC13 polyUb = -1
